# Source: PubChem BioAssay (several laboratories)
# 3CLpro inhibitor – SARS-CoV 3CLpro protease inhibition. P0C6X7. recombinant SARS-CoV 3CLpro, quenched FRET peptide cleavage. inhibition, % at 6 µM. actives 0.14% (n = 290,000); in the data active = inhibition above about 12%
# Rv3671c protease – inhibits the M. tuberculosis serine protease Rv3671c | inhibition, % at 5.96 µM | actives 0.048% (n = 320,000); in the data active = inhibition above about 38%;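 note: extracellular domain of Rv3671c used as enzyme; 0% = enzyme with DMSO and 100% = no enzyme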
# PrPC TRFRET – inhibitors of human cell surface prion protein PrPC. actives 0.43% (n = 370,000). inhibition, % at 13.8 µM. P04156. AID 720596. TR-FRET read-out; in the data active = inhibition above about 24%; note: 0% = median of the test wells and 100% = reference compound wells
# Y pestis TopoI – inhibitors of Yersinia pestis topoisomerase I; activity, % at 10 µM; Y. pestis Topo-I cleavage product accumulation, plate reader; actives 0.064% (n = 360,000); in the data active = activity above about 50%, passing the limit was not always enough; note: inactives centre near 2
# TcdB inh – TcdB glycohydrolase inhibition; inhibition, % at 9.99 µM; TcdB glycohydrolase enzymatic assay, plate reader; P18177; actives 0.24% (n = 350,000); in the data active = inhibition above about 10%
# MazEF act – activators of E. coli MazEF toxin-antitoxin RNase; P0AE70; FAM/BHQ RNA-DNA oligo cleavage fluorescence, 5 h; activation, % at 20 µM; actives 0.32% (n = 350,000); in the data active = activation above about 50%
# CCHF vOTU inh – blocks the CCHF virus ovarian tumor domain protease; CCHFV vOTU protease, Pep-AMC fluorescence; inhibition, % at 11.5 µM; actives 0.55% (n = 370,000); AID 651958; in the data active = inhibition above about 30%; note: 0% = vehicle wells with enzyme and 100% = no enzyme wells
# PriA SSB inh – blocks PriA binding to SSB C-terminal tail | AlphaScreen SSBct-PriA binding, biotinylated peptide | inhibition, % at 33 µM | actives 0.6% (n = 430,000) | AID 1272365; in the data active = inhibition mostly above about 37%, no sharp cut-off; inactive = mostly below about 20%;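 note: plate controls were negative control peptide for no effect and reference peptide for full effect; strong numbers were not always called active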
# Vc quorum ag – quorum light induction in luxS cqsA deficient V. cholerae; actives 0.16% (n = 350,000); AID 588436; V. cholerae BH1578 lux reporter, luminescence, 6 h; activation, % at 18.7 µM; in the data active = activation mostly above about 9.7%, no sharp cut-off; note: not every result past the cut was called active; inactives centre near 0; reference of the scale not given here
# VHR inh abs – inhibitors of human VHR1 phosphatase (DUSP3) | actives 0.52% (n = 290,000) | recombinant VHR phosphatase, pNPP absorbance | AID 1654 | P51452 | inhibition, % at 13.3 µM; in the data active = inhibition above about 50%; note: some compounds called inactive have numbers as strong as hits
# An asterisk follows results filed as active; i = inactive; . = not tested or not shown. An excerpt; the hit share may differ from the screen's.
SMILES,3CLpro inhibitor,Rv3671c protease,PrPC TRFRET,Y pestis TopoI,TcdB inh,MazEF act,CCHF vOTU inh,PriA SSB inh,Vc quorum ag,VHR inh abs
O=C(CN1CCCC1)Nc1cc(C(F)(F)F)ccc1Cl,2,4,-5,2,-0.5,-2,-9,1,1.4,-8
CCc1c(C)sc(NC(=O)c2cc(C(C)C)on2)c1C#N,1,-3,-3,19,0.8,3,7,-14,-0.6,22
Cc1ccc(-n2c(SCC(=O)N/N=C/c3ccccc3C(=O)O)nnc2-c2ccccc2)cc1,7,7,3,7,-0.9,0,4,i,-0.5,4
CCOc1cc(C(=O)N(CC)CC(=O)Nc2c(F)cccc2F)ccc1OCC(=O)N1CCOCC1,.,.,.,-10,.,-1,.,-6,-0.4,.
COc1cc(/C=C2\SC(=S)N(CCC(=O)NCCc3ccccc3)C2=O)cc(OC)c1OC,0,-4,-1,6,1.3,10,11,-14,-0.5,17
Cc1ccc(C(O)(C(=O)NNc2ccccn2)c2ccc(C)cc2)cc1,2,7,1,5,1.6,-1,-6,-8,-0.1,15
CC[C@@]1(C(=O)OC)N[C@H](CN(C)C(=O)c2ccc(C)cc2)[C@@H]2C(=O)N(C)C(=O)[C@@H]21,.,-4,1,3,-6.3,1,0,-2,3.0,.
O=C(NC(=S)Nc1cccc2cnccc12)c1ccccc1,1,3,1,2,-0.3,-13,-8,6,i,18
O=C(O)CC(Cc1ccc(Cl)cc1)C(=O)Nc1cc(Cl)ccc1Cl (stereo not given),6,-1,7,5,-0.4,5,-1,10,1.0,8
CCOC(=O)Cn1c(=O)n(Cc2ccco2)c(=O)c2ccc(C(=O)NC3CCCC3)cc21,0,1,9,10,1.2,4,-3,-2,-0.4,25
Cc1nnc(SCC(=O)Nc2ccc([N+](=O)[O-])cc2)n1CC1CCCO1 (stereo not given),4,-2,-4,3,1.0,6,-6,-7,-5.6,-23
O=C(NN1CCOCC1)c1cccc(Br)c1,.,1,-2,-3,1.2,8,-7,-10,-0.6,.
COc1ccc(OC)c(C(C)NS(=O)(=O)c2cccs2)c1 (stereo not given),.,-11,-9,-3,-0.7,-4,-4,-3,-0.8,.
O=C(NCc1ccco1)c1nc(-c2ccc(F)cc2)no1,-1,-9,1,-7,0.8,-1,-4,-1,-0.4,20
CC(C)CN1C(=O)C(NC(=O)C2CC2)(C(F)(F)F)C2=C1CC(C)(C)CC2=O (stereo not given),-3,-1,0,-8,-0.2,8,-11,-7,-0.5,0
CSc1nc(Oc2ccc(Cl)cc2)c2sccc2n1,2,-4,0,2,.,1,6,-10,i,2
O=C1c2ccccc2C(=O)N1CCN1CCc2ccccc21,1,-5,-20,-3,.,9,2,3,-0.7,8
CC(OCCN(C)C)C(=O)C12CC3CC(CC(C3)C1)C2 (stereo not given),1,0,-3,-3,-0.2,-1,-17,0,-1.2,2
COc1cc(C(C)=O)ccc1OCC(O)CNCC(O)c1ccccc1 (stereo not given),-1,-5,-1,-2,-1.7,1,6,-3,-0.6,10
CCN(CC(=O)Nc1ccccc1C(F)(F)F)C(=O)c1ccc2c(c1)NC(=O)C(C)S2 (stereo not given),.,.,9,6,-3.0,3,-9,.,i,.

# 4 entries from above, field by field:
> CC(C)CN1C(=O)C(NC(=O)C2CC2)(C(F)(F)F)C2=C1CC(C)(C)CC2=O (stereo not given)
  3CLpro inhibitor: -3 | Rv3671c protease: -1 | PrPC TRFRET: 0 | Y pestis TopoI: -8 | TcdB inh: -0.2 | MazEF act: 8 | CCHF vOTU inh: -11 | PriA SSB inh: -7 | Vc quorum ag: -0.5 | VHR inh abs: 0
> CSc1nc(Oc2ccc(Cl)cc2)c2sccc2n1
  3CLpro inhibitor: 2 | Rv3671c protease: -4 | PrPC TRFRET: 0 | Y pestis TopoI: 2 | TcdB inh: . | MazEF act: 1 | CCHF vOTU inh: 6 | PriA SSB inh: -10 | Vc quorum ag: i | VHR inh abs: 2
> O=C1c2ccccc2C(=O)N1CCN1CCc2ccccc21
  3CLpro inhibitor: 1 | Rv3671c protease: -5 | PrPC TRFRET: -20 | Y pestis TopoI: -3 | TcdB inh: . | MazEF act: 9 | CCHF vOTU inh: 2 | PriA SSB inh: 3 | Vc quorum ag: -0.7 | VHR inh abs: 8
> CC(OCCN(C)C)C(=O)C12CC3CC(CC(C3)C1)C2 (stereo not given)
  3CLpro inhibitor: 1 | Rv3671c protease: 0 | PrPC TRFRET: -3 | Y pestis TopoI: -3 | TcdB inh: -0.2 | MazEF act: -1 | CCHF vOTU inh: -17 | PriA SSB inh: 0 | Vc quorum ag: -1.2 | VHR inh abs: 2

# Carrying on:
SMILES,3CLpro inhibitor,Rv3671c protease,PrPC TRFRET,Y pestis TopoI,TcdB inh,MazEF act,CCHF vOTU inh,PriA SSB inh,Vc quorum ag,VHR inh abs
COC(=O)c1ccc(Sc2ccccn2)c([N+](=O)[O-])c1,2,4,-30,3,0.6,-10,-5,5,-0.2,4
CCOCCCn1c(SCC(=O)Nc2ccccc2)nc2ccccc2c1=O,0,-3,14,26,2.1,6,1,-2,1.4,15
COc1ccc(C)c2sc(N(CCN(C)C)C(=O)c3ccc(S(=O)(=O)N(C)c4ccccc4)cc3)nc12,.,.,-6,14,6.8,6,4,34,-0.4,.
CCc1nnc(NC(=O)c2oc3cc(C)c(C)cc3c2C)s1,1,-15,-3,0,.,5,1,0,-7.0,36
O=C(NCc1ccccn1)c1cc(S(=O)(=O)N2CCCCC2)ccc1Cl,.,3,7,7,-0.4,2,-6,-12,1.4,.
Cc1ccc(Cl)cc1N1CCN(S(=O)(=O)c2c(C)[nH]c(C)c2C(=O)N2CCCC2)CC1,6,-13,-9,31,-1.3,-4,19,9,-0.3,-20
COc1ccccc1N(CC(=O)N1CCCC1)S(=O)(=O)c1ccc(C)cc1,0,-12,-3,-5,1.1,4,6,-4,i,2
CCc1ccc(C(=O)NNC(=O)C2CC(=O)N(Cc3ccccc3)C2)cc1 (stereo not given),.,-3,7,5,0.4,-1,-6,-9,i,.
O=C(Nc1ccsn1)c1ccc(Cl)cc1Cl,4,-7,-3,3,1.0,1,8,13,i,24
CC(C)c1cc(C(=O)N2CCCC(Nc3ccc(F)cc3)C2)nc(N)n1 (stereo not given),4,1,2,11,-3.4,3,-1,3,-0.2,-4
COc1ccc(CC(=O)NNS(=O)(=O)c2ccccc2)cc1OC,2,3,3,-8,1.2,1,-1,-8,i,11
O=S(Cc1ccc(Cl)cc1)CC(O)COc1ccc(Cl)cc1 (stereo not given),1,-3,1,-2,.,0,-26,-9,i,-3
O=C(COC(=O)/C=C/c1ccc2ccccc2n1)NNC(=O)c1ccccc1,.,.,4,1,-0.9,0,5,.,-1.4,.
Cc1ccc(-c2ccc(SCC(=O)Nc3ccc4c(c3)OCCO4)nn2)cc1,0,-5,10,22,.,1,13,1,-1.7,21
C=CCNC(=O)/C(C#N)=C/c1c(N2CCN(c3ccc(OC)cc3)CC2)nc2c(C)cccn2c1=O,-4,-1,-10,0,0.3,10,-8,0,-5.6,.
CCC1Sc2ccccc2N(CC(=O)NC2CCCC2)C1=O (stereo not given),0,-6,-1,5,-0.9,-2,-17,4,i,13
Cc1nc([N+](=O)[O-])c(Br)n1CC(=O)c1cccc([N+](=O)[O-])c1,2,3,-3,-16,-0.6,18,-5,-9,i,-29
O=[N+]([O-])c1ccc(NCCN2CCOCC2)c([N+](=O)[O-])c1,0,.,-50,-15,0.9,-7,4,-4,33*,-3
CN(CCc1ccccn1)c1ccccc1,.,.,-16,9,0.3,1,12,-2,-0.8,.
COc1ccc(Cl)cc1C=CC=Nc1ccc(S(N)(=O)=O)cc1,.,.,15,5,-3.1,-4,16,-3,i,.

# Full records from above. Order of screens: 3CLpro inhibitor, Rv3671c protease, PrPC TRFRET, Y pestis TopoI, TcdB inh, MazEF act, CCHF vOTU inh, PriA SSB inh, Vc quorum ag, VHR inh abs
# Profile of `Cc1ccc(-c2ccc(SCC(=O)Nc3ccc4c(c3)OCCO4)nn2)cc1` = 0, -5, 10, 22, ., 1, 13, 1, -1.7, 21
# Profile of `CN(CCc1ccccn1)c1ccccc1` = ., ., -16, 9, 0.3, 1, 12, -2, -0.8, .
# Profile of `O=[N+]([O-])c1ccc(NCCN2CCOCC2)c([N+](=O)[O-])c1` = 0, ., -50, -15, 0.9, -7, 4, -4, 33*, -3
# Profile of `CC(C)c1cc(C(=O)N2CCCC(Nc3ccc(F)cc3)C2)nc(N)n1` (stereo not given) = 4, 1, 2, 11, -3.4, 3, -1, 3, -0.2, -4
# Profile of `CCc1ccc(C(=O)NNC(=O)C2CC(=O)N(Cc3ccccc3)C2)cc1` (stereo not given) = ., -3, 7, 5, 0.4, -1, -6, -9, i, .

# Three entries from above, sorted by count of non-hydrogen atoms, lowest first:
SMILES,3CLpro inhibitor,Rv3671c protease,PrPC TRFRET,Y pestis TopoI,TcdB inh,MazEF act,CCHF vOTU inh,PriA SSB inh,Vc quorum ag,VHR inh abs
CC(OCCN(C)C)C(=O)C12CC3CC(CC(C3)C1)C2 (stereo not given),1,0,-3,-3,-0.2,-1,-17,0,-1.2,2
COc1ccc(Cl)cc1C=CC=Nc1ccc(S(N)(=O)=O)cc1,.,.,15,5,-3.1,-4,16,-3,i,.
CC[C@@]1(C(=O)OC)N[C@H](CN(C)C(=O)c2ccc(C)cc2)[C@@H]2C(=O)N(C)C(=O)[C@@H]21,.,-4,1,3,-6.3,1,0,-2,3.0,.

# (more compounds)
SMILES,3CLpro inhibitor,Rv3671c protease,PrPC TRFRET,Y pestis TopoI,TcdB inh,MazEF act,CCHF vOTU inh,PriA SSB inh,Vc quorum ag,VHR inh abs
CC(C)(C)CNC(=O)[C@]1(C)CCC[C@@]2(C)C3CC[C@@]4(C)C[C@]3(CCC21)CC4=O (stereo not given in full),.,-2,-4,30,0.2,-2,14,-3,i,.
CC(OC(=O)CNS(=O)(=O)c1ccc(C#N)cc1)C(=O)Nc1cccc(C#N)c1 (stereo not given),.,-4,-6,-1,1.4,-4,-7,1,i,.
O=C(CSc1nc2ccccc2c(=O)n1-c1ccccc1F)Nc1ccc2c(c1)CCC2,8,-47,5,13,0.8,4,7,6,i,-4
COc1ccc(N(C)C(=O)C2CCN(S(=O)(=O)c3cccc4nonc34)CC2)cc1,-1,12,-4,4,-0.2,8,6,-6,-0.4,0
CCOC(=O)N1CCc2c(sc3ncn(C)c(=O)c23)C1,1,4,5,4,1.7,13,-15,-2,i,-7
N#CC1(NC(=O)COc2cc(F)ccc2[N+](=O)[O-])CCCCC1,.,-6,-11,3,-0.4,11,5,-5,-1.9,.
Cc1ccc(N(C(=O)c2snc(C(N)=O)c2N)C(C(=O)NC2CCCC2)c2ccncc2)cc1 (stereo not given),6,17,4,-9,-14,-13,7,-8,0.1,25
O=C(N[C@@H](Cc1ccccc1)C(=O)NCCc1c[nH]c2ccccc12)c1ccco1,-5,4,-2,-2,1.0,-27,3,3,i,38
C=CCSC1=C(C#N)C(c2ccccc2OCC)CC(=O)N1 (stereo not given),-2,-1,0,8,1.4,8,3,8,-0.5,-8
CC(=O)Nc1sc(C)c(C)c1C(=O)OCC(=O)Nc1cc(S(C)(=O)=O)ccc1Cl,-3,-24,6,6,0.2,-46,-7,1,i,4
Cc1ccc(NC(=S)N(N)CCO)cc1,-2,8,9,0,-1.3,2,21,-8,i,-13
COc1ccc(N(C(=O)c2ccco2)C(C(=O)NC2CCCC2)c2ccco2)cc1OC (stereo not given),-2,5,-10,-15,-0.6,-2,2,7,i,-20
COc1ccc(C)cc1NC(=O)C1CCN(S(=O)(=O)c2ccccc2)CC1,-2,5,-1,14,-0.4,4,13,-14,-1.2,30
O=C(NNC(=O)c1ccncc1)c1ccccc1,1,2,5,4,0.2,6,-16,1,-1.7,44
COc1ccc(O)c(C(=O)c2cnn(C(=O)c3cc(C)oc3C)c2)c1,-6,-1,-4,-7,.,-1,13,-7,0.5,36
O=c1[nH]c(/C=C\c2cccc(O)c2)nc(O)c1[N+](=O)[O-],0,-3,-21,2,1.3,3,18,-4,-0.6,-12
CC(NC(=O)c1cc2ccccc2o1)c1ccccc1 (stereo not given),-1,3,5,-11,-3.1,-3,7,-7,-0.3,-3
O=C(CN1c2ccccc2S(=O)(=O)c2ccccc21)NCc1ccccc1,-1,-10,1,3,1.7,15,9,1,i,11
COc1ccc2c(c1)C1(Nc3ccccc3-c3nc4ccccc4n31)C(=O)N2 (stereo not given),-4,-3,0,0,.,12,-5,19,-0.7,22
